# SMN2 splice enh: enhancers of SMN2 splice variant expression | Potency, µM (highest dose often 46.1 µM), for the others: at the highest dose activity change, positive = activation, actives largely listed as activators | 2.8% of 210,000 active | HEK293 SMN2-luciferase splicing reporter, luminescence, 30-36 h; also: % of control where 0% means no effect; nearly all actives have a fitted effect of over 55% in size
#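 HEK293 cells carry an SMN2 […]–luciferase reporter in which exon 7 inclusion puts luciferase in frame. Cells were plated 10-12 h before compound addition, then incubated 30-36 h at 37C. ONE-Glo luminescence was read; sodium butyrate at 4.5 mM final served as control.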
# TexasRed fluor: Texas Red fluorescence interference in TRb-SRC2 counter-screen; 0.29% of 280,000 active; Potency, µM (series often up to 106 µM), without a hit: at the highest dose fluorescence change, negative = quenching; TRb/SRC2 Texas Red total fluorescence interference; active = well fitted curve in either direction with a large enough effect; inconclusive = small, poorly fitted or top-dose-only effect; also: % is scaled to controls: 0 for no effect and ±100 for the full control effect
#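 Human TRb ligand-binding domain at 0.6 uM with 20 nM Texas Red SRC2 peptide in Tris buffer containing 1 uM T3 and 5% DMSO, incubated with compound 5 h at ambient temperature. Total fluorescence (555/632 nm) calculated as parallel + 2 × perpendicular.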
# RECQ1 inh: RECQ1 (human) helicase inhibition; P46063; RECQ1 DNA unwinding, red fluorescence kinetic read; Potency, µM (top dose mostly 57.3 µM), for inactives: at the highest dose activity, negative = inhibition, actives largely listed as inhibitors; 0.54% of 240,000 active; AID 2549;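 also: plate controls were vehicle for no effect and no enzyme for full effect; nearly all actives have a fitted effect of over 30% in size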
#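 50 nM RECQ1T1 preincubated 15 min with compound in Tris pH 8.0 buffer with MgCl2, DTT, Tween-20 and 2.5 ug/ml poly(dI-dC); started with 200 nM TAMRA/BHQ-2 forked duplex and 2 mM ATP. Unwinding read as fluorescence (525/598 nm), two reads 2 h apart.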
# GoLoco inh red: inhibitors of human Gai1-RGS12 GoLoco interaction (red fluorophore); AID 880; P63096; Gai1:RGS12 GoLoco peptide FP, rhodamine, 10 min; 0.44% of 230,000 active; Potency, µM (titrated, usually from 61.6 µM), for the others: at the highest dose activity, negative = inhibition, most hits filed as inhibitors; active = well fitted inhibition curve with a large enough effect, not every such curve was filed as active; inactive = no such curve, though single readings can be large or run the other way; also: % is scaled to controls: 0 for no effect and ±100 for the full control effect; nearly all actives have a fitted effect of over 30% in size; many of its hits are not listed in these tables
# Lamin A splicing: changes lamin A minigene splicing in HeLa cells; AID 1487; Potency, µM (doses to about 46.1 µM), inactives show at the top dose ratio change, negative = inhibition, actives largely listed as inhibitors; HeLa LMNA splicing GFP/RFP minigene ratio, 48 h; 0.01% of 200,000 active; active = well fitted inhibition curve with a large enough effect in the signal ratio, with a control signal flat, not every such curve was filed as active; inconclusive = small, poorly fitted or top-dose-only effect, or effect the other way, or a change in a side signal; the % refers to the signal ratio; also: % is scaled to controls: 0 for no effect and ±100 for the full control effect
#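 S3 HeLa stable clones carrying a lamin A-EGFP splicing minigene plus DsRed2 were seeded at 600 cells/well in Opti-MEM with 2% FBS, pin-dosed and incubated 48 h at 37°C. Acumen cytometry (488 nm) gave the GFP/RFP total-intensity ratio.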
# JMJD2E inh: inhibitors of human JMJD2E histone demethylase | B2RXH2 | JMJD2E catalytic domain, FDH-coupled NADH fluorescence (FDH is formaldehyde dehydrogenase) | Potency, µM (top dose mostly 57.1 µM), for the others: top-dose activity change, negative = inhibition, actives largely listed as inhibitors | 1.6% of 230,000 active; active = well fitted inhibition curve with a large enough effect, not every such curve was filed as active; inconclusive = small, poorly fitted or top-dose-only effect, or another doubt; inactive = no such curve, though single readings can be large or run the other way;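 also: 0% = wells with enzyme and -100% = buffer wells without enzyme; nearly all actives have a fitted effect of over 50% in size; many of its hits are not listed in these tables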
# TRb-SRC2 inh: inhibitors of human thyroid hormone receptor beta-SRC2 interaction. TRbeta-SRC2 peptide binding, fluorescence polarization; receptor liganded with 1 µM T3. Potency, µM (top dose mostly 106 µM), inactives show top-dose activity change, negative = inhibition, hits mostly inhibitors. P10828. 0.065% of 280,000 active;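 also: plate controls were bound peptide for no effect and peptide without receptor for full effect; nearly all actives have a fitted effect of over 50% in size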
# Target sequence (P10828 whole entry, looked up): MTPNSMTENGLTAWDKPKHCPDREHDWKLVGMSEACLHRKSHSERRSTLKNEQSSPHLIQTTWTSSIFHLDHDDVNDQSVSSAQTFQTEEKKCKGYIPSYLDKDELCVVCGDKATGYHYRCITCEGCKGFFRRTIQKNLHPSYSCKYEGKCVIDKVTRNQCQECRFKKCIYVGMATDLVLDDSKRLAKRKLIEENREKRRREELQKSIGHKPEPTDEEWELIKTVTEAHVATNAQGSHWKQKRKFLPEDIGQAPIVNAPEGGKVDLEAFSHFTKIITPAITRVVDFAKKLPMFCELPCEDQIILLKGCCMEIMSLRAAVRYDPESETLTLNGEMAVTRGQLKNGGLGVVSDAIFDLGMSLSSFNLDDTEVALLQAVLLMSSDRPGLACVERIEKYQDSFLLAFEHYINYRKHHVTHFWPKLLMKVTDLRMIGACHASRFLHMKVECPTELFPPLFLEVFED
#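 Binding of a 20-amino-acid Texas Red SRC2 peptide (20 nM) to TRb ligand-binding domain (0.6 uM) with agonist T3 at 1 uM was followed by fluorescence polarization after a 5 hr room-temperature incubation.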
# ALDH1A1 block: ALDH1A1 (human) enzyme inhibition; 7.3% of 220,000 active; Purified ALDH1A1, NADH fluorescence, propionaldehyde substrate; AID 1030; Potency, µM (titrated, usually from 75.3 µM), for the others: at the top dose activity, negative = inhibition, most hits filed as inhibitors; active = well fitted inhibition curve with a large enough effect, not every such curve was filed as active; inconclusive = small, poorly fitted or top-dose-only effect, or another doubt; inactive = no such curve, though single readings can be large or run the other way;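 also: plate controls were no enzyme wells and a reference inhibitor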
# Target sequence (P00352 whole entry, looked up): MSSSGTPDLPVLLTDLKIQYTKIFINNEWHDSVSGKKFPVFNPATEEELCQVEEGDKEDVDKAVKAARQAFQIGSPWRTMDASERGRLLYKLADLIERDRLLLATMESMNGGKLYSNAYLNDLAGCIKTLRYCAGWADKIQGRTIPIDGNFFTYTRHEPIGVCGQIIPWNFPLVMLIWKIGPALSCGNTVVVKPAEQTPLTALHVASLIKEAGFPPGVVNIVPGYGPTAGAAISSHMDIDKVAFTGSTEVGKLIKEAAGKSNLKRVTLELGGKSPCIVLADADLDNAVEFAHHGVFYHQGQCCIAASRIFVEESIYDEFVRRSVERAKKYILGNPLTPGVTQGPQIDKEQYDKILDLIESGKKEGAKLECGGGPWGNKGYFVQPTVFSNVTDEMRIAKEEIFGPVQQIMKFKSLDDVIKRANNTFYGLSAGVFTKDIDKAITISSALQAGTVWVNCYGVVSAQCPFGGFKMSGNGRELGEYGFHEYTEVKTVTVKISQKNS
# Numbers without * were called inactive; i = inactive; ? = inconclusive; . = no result given; & = joins results of further samples; [ ] = remark or other dose. Unless noted, calls follow the shape of the dose curve; as a rule, active = well fitted curve in the direction sought with a large enough effect; inconclusive = small, poorly fitted or top-dose-only effect, or another doubt; inactive = no such curve, though single readings can be large; an effect the other way counts as inactive or inconclusive. Potency is read from the fitted curve at half-maximal effect.
No.	SMILES	SMN2 splice enh	TexasRed fluor	RECQ1 inh	GoLoco inh red	Lamin A splicing	JMJD2E inh	TRb-SRC2 inh	ALDH1A1 block
1	C=CC(=C)CC(NC)c1ccccc1 (stereo not given)	-6%	-1%	12%	-2%	5%	1%	-2%	16%
2	COC(=O)c1ccccc1NC(=O)CN1CCC(C(=O)c2ccc3c(c2)OCCO3)CC1	-32%[inhibitor]	-4%	i	4%	?	-3%	3%	?
3	Cn1c(=O)c2c(SCC(=O)NCCc3ccccc3)nc(C3CC3)nc2n(C)c1=O	.	-1%	-2%	1%	.	0%	-8%	.
4	Cc1ccc(-n2c(CC#N)n[nH]c2=S)c(C)c1	.	0%	-3%	2%	.	2%	-1%	.
5	Cc1nnsc1SCC(=O)O	-5%	-4%	-6%	-5%	4%	1%	3%	10%
6	C=CCN(C(=O)CNC(=O)c1ccco1)C(C(=O)NC1CCCC1)c1cccs1 (stereo not given)	-5%	-1%	17%	15%	5%[46 µM]	13%	-1%	-4%
7	C#CCCCC(=O)Nc1ccccc1	-14%	-1%	0%	-12%	.	8%	4%	-3%
8	CCOC(=O)c1nc(S(C)(=O)=O)ncc1N1CCOCC1	-6%	2%	-2%	-1%	8%	5%	6%	2%

# (list continues)
No.	SMILES	SMN2 splice enh	TexasRed fluor	RECQ1 inh	GoLoco inh red	Lamin A splicing	JMJD2E inh	TRb-SRC2 inh	ALDH1A1 block
9	O=S(=O)(c1ccc(Cl)cc1)c1ccccn1	-7%	0%	-14%	5%	2%	?	1%	-10%
10	C=CCOC(=O)C1=C(C)NC(C)=C(C(=O)OCC=C)C1c1ccc(O)cc1	8%	-2%	-7%	2%	-4%	?	-1%	?
11	Cc1ccc2[nH]c(O)c(N=O)c2c1	.	2%	-9%	15%	.	9%	5%	32µM*
12	COc1ccccc1N1CCN(Cc2ccc(OC)c3ccccc23)CC1	-34%[inhibitor]	-3%	-7%	5%	?	?	-6%	-5%
13	COc1cc(S(=O)(=O)N2CCN(C(=O)c3ccccc3F)CC2)c(OC)cc1NC(C)=O	-15%	-5%	-7%	-16%	?	0%	-5%	-2%
14	COc1ccccc1NC(=O)Cn1c2ccccc2c2nc3n(c(=O)c21)CCS3	23%	-1%	i	5%	9%[46 µM]	?	0%	-13%
15	O=C(CSc1n[nH]c(-c2ccco2)n1)N1c2ccccc2Sc2ccccc21	7%	1%	-11%	88%[activator]	-11%	-3%	-7%	7.9µM*
16	CC(=O)c1ccc(NC(=O)C2CCCN(C(=O)c3ccc(Cl)cc3)C2)cc1 (stereo not given)	15%	-1%	-3%	0%	.	-9%	0%	?

# Reprinted from the part before: two compounds; new compounds follow.
No.	SMILES	SMN2 splice enh	TexasRed fluor	RECQ1 inh	GoLoco inh red	Lamin A splicing	JMJD2E inh	TRb-SRC2 inh	ALDH1A1 block
15	O=C(CSc1n[nH]c(-c2ccco2)n1)N1c2ccccc2Sc2ccccc21	7%	1%	-11%	88%[activator]	-11%	-3%	-7%	7.9µM*
16	CC(=O)c1ccc(NC(=O)C2CCCN(C(=O)c3ccc(Cl)cc3)C2)cc1 (stereo not given)	15%	-1%	-3%	0%	.	-9%	0%	?
17	Cc1cccc2cc(CN(C(=O)c3cnccn3)C3CCCCC3)c(Cl)nc12	-15%	2%	-6%	-8%	-10%	5%	-4%	-5%
18	O=C1N/C(=N\N=C\c2ccccn2)SC1Cc1cccc(SC(F)F)c1 (stereo not given)	-81%[inhibitor]	1%	i	1%	?	10%	-1%	10%
19	CCC1=C2CC[C@H]3C(=O)N(C)C(=O)[C@H]3[C@H]2[C@@]2(C)C(=NCc3ccccc3)OC(=O)N2C1=O	-4%	-2%	-1%	-14%	.	8%	-2%	3%
20	COc1ccc(/C=C2/C(=O)N=C3SCCN32)cc1	-26%	-3%	-14%	10%	-1%	-1%	-3%	-9%
21	Cc1nonc1OCCn1c([N+](=O)[O-])cnc1C	11%	-2%	i	4%	?	1%	6%	-3%
22	COc1ccc(S(=O)(=O)Nc2ccc(NC(C)=O)cc2)cc1[N+](=O)[O-]	0%	-3%	i	3%	.	4%	1%	?
23	CC(C)N1C(=O)CC(Nc2ccc(N3CCOCC3)cc2)C1=O (stereo not given)	1%	-1%	0%	-5%	7%	-4%	1%	?
24	CCOC(=O)c1c(C)[nH]c(C)c1C(=O)CSc1nnc(-c2ccncc2)n1Cc1ccccc1	-8%	2%	i	4%	4%	3%	-24%	-1%

# (further entries)
No.	SMILES	SMN2 splice enh	TexasRed fluor	RECQ1 inh	GoLoco inh red	Lamin A splicing	JMJD2E inh	TRb-SRC2 inh	ALDH1A1 block
25	Cc1nc(CS(=O)(=O)c2ccc(Cl)cc2)cc(N2CCOCC2)n1	-4%	1%	-15%	2%	6%	-6%	2%	10%
26	Cc1nc(SCc2ccc(C(=O)O)cc2)c2c(C)c(C)sc2n1	.	0%	-7%	19%	.	-7%	1%	.
27	Cc1ccc(C)c(N2CCN(S(=O)(=O)c3ccc4c(c3)CCN4C(=O)CCC(=O)O)CC2)c1	-12%	-1%	i	13%	-3%	-10%	-6%	11%
28	O=C(Oc1ccc(-c2ccccc2)cc1)N1CCCCC1	?	1%	5%	0%	?	-6%	-7%	0%
29	CCN1CCN(C(c2cccs2)C(C)NC(=O)c2cccc(OC)c2OC)CC1 (stereo not given)	-2%	1%	-10%	-3%	-7%	0%	-21%	4%
30	COc1ccc(CN2CCN(CCc3ccccc3)C(CCO)C2)cc1Cn1cncn1 (stereo not given)	.	-3%	-1%	6%	?	-20%	-6%	5%
31	Cc1cc(OCCN2CCOCC2)ccc1[N+](=O)[O-]	?	-3%	-6%	-2%	-11%	?	-2%	?
32	N/C(COc1ccc(C(=O)O)cc1)=N\O	4%	2%	-8%	9%	4%	-5%	2%	-7%

# Record cards, from the list above. Order of screens: SMN2 splice enh	TexasRed fluor	RECQ1 inh	GoLoco inh red	Lamin A splicing	JMJD2E inh	TRb-SRC2 inh	ALDH1A1 block
# `CCN1CCN(C(c2cccs2)C(C)NC(=O)c2cccc(OC)c2OC)CC1` (stereo not given) is listed as -2%	1%	-10%	-3%	-7%	0%	-21%	4%
# `O=C(Oc1ccc(-c2ccccc2)cc1)N1CCCCC1` is listed as ?	1%	5%	0%	?	-6%	-7%	0%
# `Cc1ccc(C)c(N2CCN(S(=O)(=O)c3ccc4c(c3)CCN4C(=O)CCC(=O)O)CC2)c1` is listed as -12%	-1%	i	13%	-3%	-10%	-6%	11%

# Other compounds:
# Sequence of screens – SMN2 splice enh	TexasRed fluor	RECQ1 inh	GoLoco inh red	Lamin A splicing	JMJD2E inh	TRb-SRC2 inh	ALDH1A1 block
33	Cc1cccc(Cc2c(C)[nH]c(=O)c(C#N)c2C)c1
→ 7%	1%	i	7%	.	?	4%	-3%
34	Cc1noc(C)c1S(=O)(=O)N(C)CC(=O)NCc1ccccc1
→ -6%	0%	i	8%	8%	2%	-10%	8%
35	CCOC(=O)c1c(N)sc(C(O)(C(F)(F)F)C(F)(F)F)c1-c1ccc(Cl)cc1
→ -44%[inhibitor]	0%	i	12%	9%	-2%	-4%	2%
36	COc1ccc(C(=O)Nc2nnc(-c3ccco3)s2)cc1
→ 1.4µM*	-1%	i	20%	4%	-22%	-11%	-17%
37	Cc1ccc(NC(=O)C(=O)NCCN2CCN(S(C)(=O)=O)CC2)cc1C
→ .	0%	14%	-13%	?	1%	-2%	?
38	COCCNC(=O)/C(C#N)=C/c1ccc(OCC(=O)NC2CCCCC2)cc1
→ -1%	0%	-1%	0%	10%[46 µM]	-8%	-24%	2%
39	COc1cc(/C=c2\s/c(=C\C(=O)C(C)(C)C)[nH]c2=O)cc(OC)c1OC
→ -8%	-18%	i	35%[activator]	?	5%	2%	4%
40	Cc1nc2ccccn2c1/C(O)=C1\C(=O)C(=O)N(CCN2CCOCC2)C1c1cccs1 (stereo not given)
→ 5%	1%	1%	-6%	-11%	?	-1%	?
41	Cc1nnc2n(-c3ccc(Cl)cc3)c(=O)c3c4c(sc3n12)CN(C)CC4
→ -9%	2%	i	-4%	-3%	-26%	-16%	-4%
42	N/C(=N\NC(=O)c1cccs1)c1cc2cc(Cl)ccc2oc1=O
→ .	-6%	-2%	6%	.	-8%	-2%	.
43	COc1ccc(-c2cc(C(=O)Nc3c(C)n(C)n(-c4ccccc4)c3=O)no2)cc1
→ -15%&3%	-1%&4%	0%	0%	.	-3%	-2%&-3%	-3%
44	CC(=O)Nc1nc(SCc2cccc3ccccc23)n[nH]1
→ -5%	3%	-14%	5%	4%	-3%	-16%	8%
45	Nc1nnc(CCOc2ccc(Cl)cc2)s1
→ -10%	-2%	0%	9%	-2%	0%	-7%	6%
46	N#Cc1c(NC(=O)c2ccc(Cn3cc(Br)cn3)o2)sc2c1CCCCCC2
→ -109%[inhibitor]	1%	-3%	86%[activator]	?	.	-8%	?
47	COCCN(CC(=O)Nc1cccc(C)c1)S(=O)(=O)c1ccc(S(=O)(=O)N2CCCC2)cc1
→ -6%	-3%	-1%	-1%	?	8%	4%	11%
48	O=C(CSc1nnc(NC(=O)C2CC2)s1)NCc1ccco1
→ 24%	-1%[53 µM]	-3%	10%	0%	2%	-5%[53 µM]	?
49	Cc1ccc2c(c1)C(=O)C(=O)N2CC(=O)Nc1ccccc1NC(=O)c1ccccn1
→ .	-4%	i	3%	.	5%	3%	.
50	COC(=O)CSC(C(=O)Nc1ccc(C)c(C)c1)c1ccccc1 (stereo not given)
→ 9%	-2%	i	10%	0%	1%	-13%	10µM*
51	CC1Cc2ccccc2N1C(=O)CSc1nc2ccccc2s1 (stereo not given)
→ -3%	8%	-6%	-1%	?	0%	7%	-5%
52	CCn1c2ccccc2c2cc(NC(=O)COC(=O)c3ccccc3F)ccc21
→ -51%[inhibitor]	2%	3%	-6%	-26%	-5%	-16%	7%
53	Cc1cc(NC(=O)CSc2nc(C3CC3)nc3sc(C)c(C)c23)no1
→ ?	1%	i	37%[activator]	-14%	4%	-2%	?

# These rows are one share of the data; the hit share may differ from the screen's.
